mIAP block: inhibitors of mouse IAP, primary screen, biochemical, luminescence, uHTS. purified mouse IAP, CDP-Star luminescence, 30 min. inhibition, % at 10 µM. intestinal alkaline phosphatase [Mus musculus]. hit rate 0.2% among 330,000;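 active = inhibition of at least 40% at 10 µM in the primary screen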;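 also: plate controls were DMSO with enzyme for no effect and no enzyme wells for full effect; values of inactives mirror those of a sister screen read the other way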
APOBEC3G inh: APOBEC3G DNA deaminase inhibitors, primary screen, biochemical, fluorescence, single-stranded DNA substrate, uHTS; DNA dC->dU-editing enzyme APOBEC-3G (Homo sapiens), Q9HC16; recombinant A3G, ssDNA deamination FAM/TAMRA fluorescence; inhibition, % at 20 µM; hit rate 0.28% among 330,000; AID 493012, 2011;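 active = inhibition of at least 40% at 20 µM, with no more than 30% in the related APOBEC3A deaminase screen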;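 also: plate controls were DMSO wells with A3G for no effect and wells lacking A3G enzyme for full effect; some compounds called inactive have numbers as strong as hits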
NALP3 yeast inh: NALP3 inflammasome inhibitors in reconstituted yeast, primary screen, luminescence, uHTS; AID 2825, 2010; inhibition, % at 10 µM; Yeast reconstituted NLRP3/ASC/caspase-1, beta-gal luminescence, 24 h; hit rate 0.39% among 330,000;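 active = inhibition of 50% or more; inactive = inhibition below 50%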;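 also: plate controls were induced DMSO wells for no effect and uninduced yeast grown without galactose for full effect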
tim10-1 inh: growth inhibitors of tim10-1 mutant yeast, primary screen, luminescence, uHTS | S. cerevisiae tim10-1 ts strain growth, BacTiter-Glo, 24 h | inhibition, % at 20 µM | hit rate 2.2% among 330,000;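 active = inhibition of at least 40%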;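 also: mutant grown at 25 °C; 0% = DMSO wells with yeast and 100% = wells holding no yeast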
A3A deaminase: APOBEC3A ssDNA deaminase inhibitors, primary screen, selectivity assay for APOBEC3G inhibitor project, biochemical, FAM/TAMRA oligo cleavage fluorescence; inhibition, % at 20 µM; recombinant A3A, FAM/TAMRA ssDNA deamination fluorescence; DNA dC->dU-editing enzyme APOBEC-3A (Homo sapiens), P31941; hit rate 0.41% among 330,000;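 active = at least 40% inhibition at 20 µM here, with at most 30% in a related deaminase screen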;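 also: plate controls were A3A with DMSO for no effect and wells lacking A3A enzyme for full effect; some results filed as inactive read as strong as hits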
Target sequence (P31941 whole entry, looked up): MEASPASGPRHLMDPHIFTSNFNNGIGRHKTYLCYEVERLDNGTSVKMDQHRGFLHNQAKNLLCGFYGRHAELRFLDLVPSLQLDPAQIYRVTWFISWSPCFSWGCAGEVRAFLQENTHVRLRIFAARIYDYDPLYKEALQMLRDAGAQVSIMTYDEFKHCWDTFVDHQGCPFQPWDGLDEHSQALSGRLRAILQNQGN
hIAP block: human IAP inhibitors, primary screen, biochemical, luminescence, uHTS. hit rate 0.12% among 330,000. Intestinal-type alkaline phosphatase (Homo sapiens), P09923. purified IAP, CDP-Star luminescence, 30 min. inhibition, % at 10 µM;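 active = inhibition reaching a set limit with compound at 10 µM in the primary screen, cut at about 35% in these data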;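 also: plate controls were DMSO wells with enzyme for no effect and no-enzyme buffer wells for full effect; values of inactives mirror those of a sister screen read the other way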
Target sequence (P09923 whole entry, looked up): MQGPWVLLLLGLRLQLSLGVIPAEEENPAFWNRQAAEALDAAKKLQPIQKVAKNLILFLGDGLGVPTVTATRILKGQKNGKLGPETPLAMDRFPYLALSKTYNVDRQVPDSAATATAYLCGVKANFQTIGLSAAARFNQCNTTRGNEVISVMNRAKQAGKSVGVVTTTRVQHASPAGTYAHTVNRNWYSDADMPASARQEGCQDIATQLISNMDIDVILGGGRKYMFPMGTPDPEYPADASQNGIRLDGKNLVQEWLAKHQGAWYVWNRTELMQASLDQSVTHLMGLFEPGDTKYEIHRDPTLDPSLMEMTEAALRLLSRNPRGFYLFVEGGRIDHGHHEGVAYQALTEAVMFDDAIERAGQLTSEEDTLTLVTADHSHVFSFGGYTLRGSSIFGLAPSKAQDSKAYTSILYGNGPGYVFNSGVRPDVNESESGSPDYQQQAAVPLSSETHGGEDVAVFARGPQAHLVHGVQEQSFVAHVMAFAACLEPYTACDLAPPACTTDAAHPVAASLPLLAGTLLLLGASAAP
TIM10 inh: growth inhibitors of isogenic TIM10 control yeast, primary screen, counter-screen for tim10-1 yeast inhibitor project, luminescence, uHTS | S. cerevisiae TIM10 strain growth, BacTiter-Glo luminescence, 24 h | inhibition, % at 10 µM | hit rate 1.4% among 330,000 | AID 463195, 2010;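 active = inhibition of 40% or more at the single tested concentration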;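 also: wild-type TIM10 isogenic control strain grown at permissive 25 °C; 0% = DMSO yeast wells and 100% = minimal medium wells without yeast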
MIN6 prolif: inducers of MIN6 beta-cell proliferation, primary screen, ATP luminescence, uHTS | MIN6 cells proliferation, ATPlite luminescence, 48 h; cells starved in 0.2% serum; 100% = growth in 10% serum | proliferation, % at 10 µM | hit rate 0.29% among 330,000;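 active = compounds whose signal lies at least 3.5 SD above the mean of all wells on their plate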;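 also: 0% = DMSO-treated cells in low-serum medium and 100% = 10% serum control; some compounds called inactive have numbers as strong as hits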
mIAP act: activators of mouse IAP, primary screen, biochemical, luminescence, uHTS | intestinal alkaline phosphatase [Mus musculus] | hit rate 0.24% among 330,000 | activation factor at 10 µM | muIAP, CDP-Star luminescence, 30 min; stronger effect = higher value; 1 = vehicle-only enzyme signal, 0 = enzyme-free wells;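 active = activation factor of at least 2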; also: the source names both 10 and 20 µM as test concentration; values of inactives mirror those of a sister screen read the other way
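Assay system: mouse IAP enzyme; reagent: chemiluminescent substrate CDP-Star; dosing: test compounds delivered from DMSO solution; schedule: 30 min at room temperature; measured by: luminescence from enzymatic CDP-Star hydrolysis; controls: DMSO-only wells and no-enzyme negative control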
Active calls of the source: *. Random draw from the library (roughly 4.6% active in at least one column).

SMILES | mIAP block | APOBEC3G inh | NALP3 yeast inh | tim10-1 inh | A3A deaminase | hIAP block | TIM10 inh | MIN6 prolif | mIAP act
N#CC1=C(S)N=C(N)C(c2nc(-c3ccccc3)cs2)C12CCCCC2 (stereo not given) | 11 | -5 | -20 | 20 | -5 | -3 | 13 | -4 | 0.89
Cn1c(=O)c2c(nc(Sc3n[nH]c(N)n3)n2Cc2ccccc2Cl)n(C)c1=O | 0 | -3 | 9 | 19 | -1 | -22 | -18 | -1 | 1
CC(C)(C)NC(=O)CC(CC(=O)O)c1ccccc1 (stereo not given) | 4 | -6 | 2 | -11 | -2 | 14 | -5 | 7 | 0.96
COc1cc(OC)cc(-c2c(C#Cc3ccsc3)c3cc(-c4cccc5[nH]cc(C=O)c45)ccc3n2C)c1 | -18 | -9 | 9 | 13 | -2 | 0 | 6 | -6 | 1.2
CN1CCN(C(=S)Nc2ccc(Cl)cc2)CC1 | 4 | -4 | 23 | -4 | -1 | 9 | 5 | 1 | 0.96
O=C(NC(Cc1ccccc1)C(=O)N1CCN(S(=O)(=O)c2ccccc2F)CC1)c1ccccc1 (stereo not given) | 8 | 0 | 9 | -1 | 1 | 0 | -13 | -1 | 0.92
O=C(CCCN1C(=O)c2ccccc2C1=O)NCC1CCCO1 (stereo not given) | -5 | -4 | 6 | 12 | 2 | -9 | -5 | 0 | 1
C=CCSC1=C(C#N)C(c2ccccc2Cl)CC(=O)N1 (stereo not given) | 13 | -3 | 1 | 9 | -2 | -17 | 10 | -1 | 0.87
CCOC(=O)C1(CC2CCCCO2)CCN(C(=O)Nc2cccc(SC)c2)CC1 (stereo not given) | -141 | -5 | 26 | 31 | -2 | -45 | 3 | -2 | 2.4*
COC(=O)N/N=C/c1cc(Cl)c(OCc2ccccc2F)c(OC)c1 | 3 | -3 | 26 | -6 | -2 | 5 | -10 | -1 | 0.97
O=c1c2ccccc2nnn1CSc1ccccc1 | -7 | -9 | 22 | -30 | -1 | 13 | -33 | -3 | 1.1
Cc1ccc(Cl)cc1NC(=O)CCC(=O)Nc1cc(Cl)ccc1C | 8 | -6 | -8 | 8 | 0 | 16 | 2 | -4 | 0.92
CCCCCCC(=O)Nc1nc(C)c(-c2csc(Nc3ccc(Cl)cc3)n2)s1 | 13 | -12 | 6 | 39 | -5 | -13 | 23 | -6 | 0.87
Cc1ccc(N2CCN(C(=O)c3cc(-c4ccc(F)cc4)[nH]c3C)CC2C)cc1 (stereo not given) | -15 | -5 | -15 | 52* | -2 | 8 | 32 | -5 | 1.2
O=C1CSCC(=O)N1c1ncc(C(F)(F)F)cc1Cl | 8 | -6 | 15 | -7 | -4 | -8 | 5 | 0 | 0.92
O=C(Nc1ccc(S(=O)(=O)Nc2nccs2)cc1)c1cc(=O)[nH]c2ccccc12 | 0 | -6 | -1 | -1 | -4 | -8 | 3 | -3 | 1
Cc1ccc(C(=O)N2CCN(c3ncccn3)CC2)cc1S(=O)(=O)N1CCCCC1 | -4 | -10 | 3 | 17 | 0 | -4 | 6 | 0 | 1
NNc1nc(-c2ccccc2)cs1 | 20 | 1 | 12 | -24 | 1 | 17 | -39 | -2 | 0.8
CCOC(=O)Cn1c(=O)oc2cc(S(=O)(=O)Nc3c(C)cc(C)cc3C)ccc21 | -2 | -5 | 20 | 17 | 1 | 18 | 17 | -4 | 1
O=C(Cc1ccccc1)Nc1ccccc1C(=O)Nc1ccc(C(=O)O)cc1 | 6 | -9 | -2 | -2 | -4 | 13 | 12 | -1 | 0.94
N/C(=N\OC(=O)Cc1ccccc1)c1cccc(Br)c1 | 12 | -3 | -9 | 9 | 5 | -21 | -1 | -2 | 0.88
COc1ccc(N(Cc2cc3ccc(C)cc3[nH]c2=O)C(=O)c2ccco2)cc1 | 4 | -6 | -4 | 3 | -19 | 11 | 12 | 0 | 0.96
CCCc1nnc(NC(=O)c2cc3ccccc3o2)s1 | 0 | -4 | -4 | 38 | -4 | -6 | 12 | 0 | 0.99
O=C(Nc1cccc(S(=O)(=O)N2CCCCC2)c1)c1cncc(Br)c1 | 6 | -4 | 5 | 6 | 0 | -3 | 8 | 2 | 0.94
Cc1ncc([N+](=O)[O-])n1CC(C)O (stereo not given) | 9 | 7 | 6 | 15 | 2 | 12 | 8 | 5 | 0.91
O=C(NCCc1cccc(F)c1)C1CCCN(c2nc3ccccc3s2)C1 (stereo not given) | -2 | -5 | 32 | 34 | -1 | 5 | 26 | 0 | 1
O=C(CCC(=O)Nc1ccccc1)NNC(=O)c1ccco1 | 32 | -8 | 0 | -2 | -2 | -4 | -17 | -2 | 0.68
CCN(CC)S(=O)(=O)c1ccc(N2CCOCC2)c(NC(=O)c2ccccc2)c1 | -1 | -7 | 12 | 21 | -2 | -32 | 14 | 0 | 1
COc1ccc(CCNC(=O)CSc2nnc3c(n2)[nH]c2ccc(F)cc23)cc1OC | 6 | -5 | 14 | -13 | -2 | -3 | 13 | -1 | 0.94
CC1CCc2ccccc2N1C(=N)N(C)C (stereo not given) | -7 | 0 | 3 | 7 | 1 | -26 | -5 | 1 | 1.1
O=C(O)/C(=C\c1ccc(Br)cc1)NC(=O)c1cccs1 | -5 | -7 | 3 | 11 | -7 | 13 | 4 | 0 | 1
CCN(CC)c1nc2c3c(nc4c(c3c1C#N)CC(=O)N4c1ccc(Cl)cc1)NC(C)=N2 | 9 | -1 | 14 | 0 | 5 | 4 | -5 | -5 | 0.91
Cc1cc(-c2ccc(C)c(S(=O)(=O)NCC3CCN(Cc4ccccc4F)CC3)c2)on1 | 2 | -2 | 25 | 38 | -3 | -21 | -25 | -4 | 0.98
CCCCNC(=O)c1onc(CSc2ccc(F)cc2)c1C(=O)O | -1 | -10 | -3 | -6 | -4 | 12 | -5 | 0 | 1
O=C(CCC(=O)c1ccc(-c2ccccc2)cc1)Nc1cccnc1 | 9 | 5 | 14 | 6 | 6 | 5 | 6 | -2 | 0.91
Cc1cc(=O)n2nc(N3CCCC(C(=O)NCCC4=CCCCC4)C3)sc2n1 (stereo not given) | -7 | -2 | 9 | 18 | 1 | -13 | -15 | -3 | 1.1
CC(OC(=O)C1CCC1)C(=O)Nc1cc(Cl)cc(Cl)c1 (stereo not given) | -20 | -8 | -8 | 31 | 0 | 0 | 22 | 1 | 1.2
CCOc1ccc(NC(=O)COC(=O)c2ccc3c(c2)OCCO3)cc1 | 13 | -7 | 12 | -8 | 0 | 6 | 2 | -1 | 0.87
Cn1ncc(C#N)c1/N=C/N(Cc1ccccc1)Cc1ccccc1 | -1 | -2 | 20 | 12 | -1 | 2 | -4 | -2 | 1
O=C(Nc1ccc(Cl)c([N+](=O)[O-])c1)c1ccncc1 | 1 | -11 | -1 | 16 | -11 | -8 | 9 | -2 | 0.99
N#CCCn1cc(/C=C(\C#N)c2nc3ccccc3s2)c(-c2ccc(F)cc2)n1 | 2 | -5 | -17 | 16 | -5 | -3 | 14 | 1 | 0.98
CC(C)(C)c1ccc(OCCCC(=O)NNC(=O)c2ccccc2O)cc1 | 23 | -8 | 5 | 7 | -1 | -74 | -23 | -5 | 0.77
Cc1c(C(=O)O)oc2c1ccc1ccccc12 | 3 | -1 | -1 | 2 | 0 | -12 | -6 | -3 | 0.97
COc1ccc(CCC(=O)N2CCCC(Nc3ccc(C)c(C)c3)C2)cc1OC (stereo not given) | 1 | -4 | 2 | 20 | 1 | -12 | 5 | 9 | 0.99
O=S1(=O)CCOC[C@H](CC2CCCCC2)N1Cc1ccc(Cl)cc1 | 1 | -11 | 15 | 23 | 0 | -15 | 7 | -8 | 0.99
O=C1C2CC=CCC2C(=O)N1c1ccc(NCCc2cccc(F)c2)c([N+](=O)[O-])c1 (stereo not given) | 17 | -1 | 7 | -1 | 0 | 13 | 7 | -1 | 0.83
CCOc1cc(N2CCOCC2)c(OCC)cc1NC(=O)c1ccc(OCc2c(C)noc2C)c(OC)c1 | -8 | -1 | 14 | 6 | 0 | 2 | 4 | 2 | 1.1
O=C(Nc1ccccc1)N1C(=O)C2(OCCO2)c2ccccc21 | 3 | -4 | -1 | 10 | -1 | 0 | 7 | 0 | 0.97
C=CCSc1ccsc1C(=O)O | -3 | -1 | 13 | 6 | 1 | 1 | -15 | 0 | 1
c1ccc2c(-c3cc(C4CCNCC4)[nH]n3)cccc2c1 | -6 | -7 | -5 | 9 | -6 | -22 | -1 | -3 | 1.1
O=C(Nc1nnc(C2CC2)s1)c1cccc(S(=O)(=O)N2CCc3ccccc32)c1 | 4 | -5 | -4 | 8 | -4 | 18 | 6 | -1 | 0.96
COc1cccc2cc(C(=O)C3=C(O)C(=O)N(CCN4CCOCC4)C3c3ccc(C)o3)oc12 (stereo not given) | -1 | -2 | 2 | -6 | -3 | 0 | 2 | 5 | 1
COc1ccnc(Oc2ccc(F)cc2)c1-c1ncn[nH]1 | -4 | -2 | 3 | 2 | 3 | -2 | 5 | 0 | 1
O=C(NC1CCCC1)C1CCC(CNS(=O)(=O)c2cccs2)CC1 (stereo not given) | 0 | -4 | 2 | 1 | 12 | 21 | 1 | 0 | 0.99
CCn1c(CNc2ccc(Cl)cc2)nnc1SCC(=O)OC1CCCCC1 | -19 | 1 | 1 | 32 | 1 | 14 | 45* | -1 | 1.2
CCOC(=O)c1ccc(NC(=O)CCOc2ccccc2)cc1 | -3 | -2 | 35 | 8 | -1 | -7 | -5 | -3 | 1
CN1CCN(C(=O)c2ccc(CNS(=O)(=O)c3ccc(F)c(Cl)c3)cc2)CC1 | -4 | -4 | 12 | -10 | -1 | -15 | -7 | -4 | 1
COc1cc(NC(=O)c2ccc(Br)cc2)ccc1NC(=O)c1cc2ccccc2o1 | 7 | -9 | 11 | -3 | -2 | 1 | 2 | -1 | 0.93
Brc1ccc(CSc2nnc(-c3ccccn3)n2Cc2ccco2)cc1 | 1 | -9 | 7 | 40* | -1 | -2 | 28 | -5 | 0.99

Reprinted at random: three entries already listed, in no set order.
SMILES | mIAP block | APOBEC3G inh | NALP3 yeast inh | tim10-1 inh | A3A deaminase | hIAP block | TIM10 inh | MIN6 prolif | mIAP act
c1ccc2c(-c3cc(C4CCNCC4)[nH]n3)cccc2c1 | -6 | -7 | -5 | 9 | -6 | -22 | -1 | -3 | 1.1
CCOc1cc(N2CCOCC2)c(OCC)cc1NC(=O)c1ccc(OCc2c(C)noc2C)c(OC)c1 | -8 | -1 | 14 | 6 | 0 | 2 | 4 | 2 | 1.1
O=C(Nc1ccccc1)N1C(=O)C2(OCCO2)c2ccccc21 | 3 | -4 | -1 | 10 | -1 | 0 | 7 | 0 | 0.97
